# tim23-1 inh: growth inhibitors of tim23-1 mutant yeast, primary screen, luminescence, uHTS; S. cerevisiae tim23-1 growth, BacTiter-Glo luminescence, 24 h; inhibition, % at 20 µM; hit rate 1.3% among 330,000; AID 463212, 2010;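 active = growth inhibition of the mutant yeast at or above 50%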;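 note: temperature-sensitive mutant grown at 25 °C; plate controls were DMSO-treated mutant yeast for no effect and medium wells lacking yeast for full effect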
# CHOP UPR activ: activators of apoptotic CHOP UPR arm, primary screen, cell-based, CHO-CHOP luciferase reporter, luminescence, uHTS | UPR activation; percent of tunicamycin response over DMSO baseline | activation, % at 10 µM | hit rate 0.34% among 330,000;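 active = at 10 µM dose, activation of 40% or more, normalized to positive control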;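 note: 100% = tunicamycin at 10 µg/mL and 0% = DMSO alone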
#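 Assay system: CHO-CHOP cells, stable luciferase reporter of PERK-eIF2a-CHOP signalling / Buffer or medium: F12 plus 10% serum / Compound dosing: one dose, 10 µM in 0.5% DMSO / Times: 6 h compound treatment, 37 °C / Technique: luciferase luminescence / Read-out: % reporter activation, DMSO baseline versus tunicamycin full activation / Benchmarks: tunicamycin and DMSO controls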
# Jurkat NFkB inh: inhibitors of induced NF-kB luciferase reporter, primary screen, TCR NF-kB activation inhibitor project, cell-based, luminescence, uHTS; inhibition, % at 4 µM; hit rate 0.53% among 330,000; Jurkat, PMA/ionomycin-induced NF-kB luciferase reporter; in the data active = inhibition above about 50%
# APJ ag: agonists of human apelin receptor APJ, primary screen, CHO-K1 cells, PathHunter beta-arrestin, luminescence; hit rate 0.11% among 330,000; P35414; 0% DMSO wells, 100% apelin; activation, % at 20 µM; AID 2520, 2010;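 active = activation more than six SD over the plate average, tested at 20 µM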;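 note: 0% = DMSO alone and 100% = apelin-13 at 10 nM; some results filed as inactive read as strong as hits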
#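 Assay system: CHO-K1 cells stably expressing ProLink-tagged human APJ and arrestin–beta-gal acceptor. Compound dosing: 20 µM single point, 1% DMSO. Times: 16-18 h seeding, 90 min dark compound exposure, 60 min detection. Detection: beta-gal luminescence. Evaluation: APJ–arrestin association signal. Controls: negative DMSO alone, positive Apelin-13 at 10 nM.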
# Mdm2 MdmX PPI: inhibitors of human Mdm2-MdmX association, primary screen, cell-based, luminescence, split luciferase, SaOS-2, uHTS. SaOS-2 split-luciferase Mdm2/MdmX complementation. inhibition, % at 8 µM. hit rate 3% among 330,000. AID 485346, 2010;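 active = inhibition of at least 50% at 8 µM in the primary screen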
# Target sequence (O15151 whole entry, looked up): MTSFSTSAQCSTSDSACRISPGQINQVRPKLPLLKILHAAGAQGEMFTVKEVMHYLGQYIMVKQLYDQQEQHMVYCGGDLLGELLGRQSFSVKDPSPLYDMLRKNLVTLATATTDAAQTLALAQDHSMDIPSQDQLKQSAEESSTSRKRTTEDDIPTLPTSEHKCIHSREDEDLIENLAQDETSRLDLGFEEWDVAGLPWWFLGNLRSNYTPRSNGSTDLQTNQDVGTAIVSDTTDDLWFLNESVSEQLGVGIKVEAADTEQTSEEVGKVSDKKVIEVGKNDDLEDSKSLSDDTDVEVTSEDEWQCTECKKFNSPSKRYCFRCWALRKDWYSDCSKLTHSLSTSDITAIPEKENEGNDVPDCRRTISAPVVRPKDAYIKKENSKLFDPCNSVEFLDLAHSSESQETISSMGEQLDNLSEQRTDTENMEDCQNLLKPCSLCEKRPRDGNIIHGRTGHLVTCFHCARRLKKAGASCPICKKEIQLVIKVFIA
# Target sequence (Q00987 whole entry, looked up): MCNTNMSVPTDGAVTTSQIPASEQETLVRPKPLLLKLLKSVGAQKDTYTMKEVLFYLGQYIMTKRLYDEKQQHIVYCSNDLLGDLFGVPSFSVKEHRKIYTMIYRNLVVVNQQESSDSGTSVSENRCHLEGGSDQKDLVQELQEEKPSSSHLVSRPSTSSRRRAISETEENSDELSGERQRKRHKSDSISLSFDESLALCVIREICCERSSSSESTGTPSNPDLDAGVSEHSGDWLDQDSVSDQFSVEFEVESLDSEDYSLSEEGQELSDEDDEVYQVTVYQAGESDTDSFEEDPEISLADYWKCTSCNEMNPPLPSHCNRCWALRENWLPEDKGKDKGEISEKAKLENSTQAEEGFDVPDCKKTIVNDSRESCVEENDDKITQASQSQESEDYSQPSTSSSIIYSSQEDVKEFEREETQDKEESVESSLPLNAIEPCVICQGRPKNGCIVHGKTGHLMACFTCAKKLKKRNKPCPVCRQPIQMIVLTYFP
# 697 NFkB inh: inhibitors of PMA/ionomycin-induced NF-kB reporter, 697 cells, primary screen, B-cell NF-kB inhibitor project, cell-based, luminescence, uHTS. 697 B-cell NF-kB luciferase reporter, 16 h. inhibition, % at 4 µM. hit rate 0.33% among 330,000; in the data active = inhibition above about 35%
# APJ antagonist: antagonists of human apelin receptor APJ, primary screen, CHO-K1 cells, beta-arrestin complementation, luminescence. inhibition, % at 20 µM. P35414. hit rate 0.32% among 330,000;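 active = inhibition above about 40% at 20 µM, limit read from the data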;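 note: cells challenged with 10 nM apelin-13 agonist together with compound; plate controls were apelin-13 plus DMSO wells for no effect and DMSO wells lacking apelin-13 for full effect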
# UPR XBP1 act: activators of adaptive XBP1 UPR arm, primary screen, cell-based, CHO-XBP1 luciferase reporter, luminescence, uHTS. hit rate 0.33% among 330,000. activation, % at 20 µM. IRE1-XBP1 UPR activation; percent of tunicamycin response, DMSO as zero;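 active = versus positive control, 20 µM dose yields 30% or more activation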;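 note: 100% = tunicamycin at 10 µg/mL and 0% = DMSO only wells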
#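 Material: IRE1-XBP1 luciferase reporter CHO line / Quantity: one thousand reporter cells per well / Buffer or medium: F12 with 10% serum / Compound: 20 µM single concentration, DMSO 1% / Times: 6 h treatment, 37 °C / Detection: Steady-Glo luciferase glow luminescence, 10 min after reagent addition / Benchmarks: tunicamycin high, DMSO low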
# An asterisk follows results filed as active. This is a subset (hit frequency here may not be typical).
SMILES,tim23-1 inh,CHOP UPR activ,Jurkat NFkB inh,APJ ag,Mdm2 MdmX PPI,697 NFkB inh,APJ antagonist,UPR XBP1 act
CCCNC(=O)N1[C@H]2CC[C@@H]1C(C(=O)OC)=C(c1ccc(F)cc1F)C2,12,0.1,-1,-5,19,9,1,7
FC(F)(F)c1ccccc1CCN1CCNCC1,5,0.0,-24,-5,7,-9,7,-6
O=C(Nc1ccc2ccccc2c1)N1C[C@H]2C[C@@H](C1)c1cccc(=O)n1C2,5,0.5,-11,-2,-16,-2,-15,-2
CCOP(=O)(OCC)C(O)c1cccnc1 (configuration not stated),7,-0.5,2,2,8,9,-17,-2
CN1c2ccc([N+](=O)[O-])cc2CC2(C(=O)NC(=O)N(c3ccc(Br)cc3)C2=O)C1c1ccccc1 (configuration not stated),28,-0.5,-2,-1,30,4,4,-1
CCN(CC)C(=O)c1ccc(NC(=O)c2cccc(S(=O)(=O)N3CCN(Cc4ccccc4)CC3)c2)cc1,-3,3.3,10,3,36,-21,-32,-5
COc1cc(C(=O)OC2C[C@H]3CC[C@@H](C2)N3)ccc1O (some centres not stated),13,-0.2,-20,0,15,-17,5,-6
Cn1cc([N+](=O)[O-])c(C(=O)Nc2ccc3c(C(F)(F)F)cc(=O)oc3c2)n1,23,-1.3,-4,-2,44,23,2,-1
O=c1[nH]c(=O)n(CCC2=CCCCC2)c(O)c1/C=N/Nc1ccccc1,3,1.8,9,0,9,12,-7,-1
CC1CCN(C(=O)C(C)Cl)CC1 (configuration not stated),6,-1.5,1,0,8,33,2,0
CC12CN3CC(C)(CN(C1)C3c1ccncc1)C2=O (configuration not stated),6,-2.8,-9,-5,5,13,22,-2
COC(=O)C1=C(c2ccc(OC)c(OC)c2)C[C@@H]2CC[C@H]1N2C(=O)NCCc1ccccc1,8,0.8,-3,-4,14,0,-3,0
CN1CCN(c2ccc([N+](=O)[O-])cc2Cl)CC1,-10,-0.6,-7,-1,-23,-7,5,-2
CN1C(=O)N(C)C(=O)C2(Cc3ccccc3N3CCOCC32)C1=O (configuration not stated),8,0.1,-7,8,-30,-32,4,-1
Brc1ccc(Oc2cc(Br)c(Br)cc2Br)c(Br)c1,-23,4.4,-4,-3,15,5,11,0
Cc1ccc(S(=O)(=O)N(c2cc(Cl)c(O)c(Cl)c2)P(=O)(OC(C)C)OC(C)C)cc1,26,-1.7,0,-1,15,15,1,1
CN(CCc1ccccc1)Cc1c[nH]c2ccccc12,6,88*,3,-1,33,-13,4,5
CC(C)C12CN3CCN(CC(C3)C1O)C2 (configuration not stated),5,0.4,-15,-1,-5,-1,4,-1
COc1cc(O)cc2c1C(=O)OC(C)CCCC(=O)CCC/C=C\2 (configuration not stated),9,-1.0,-35,4,9,-7,-49,0
O=C(C[N+]12CCC(CC1)C(OC(=O)c1ccccc1)C2)c1ccc([N+](=O)[O-])cc1 (configuration not stated),11,0.7,12,6,-5,-22,-16,-3

# Another view of 2 compounds above.
# Under each structure: tim23-1 inh, CHOP UPR activ, Jurkat NFkB inh, APJ ag, Mdm2 MdmX PPI, 697 NFkB inh, APJ antagonist, UPR XBP1 act
> COC(=O)C1=C(c2ccc(OC)c(OC)c2)C[C@@H]2CC[C@H]1N2C(=O)NCCc1ccccc1
  8, 0.8, -3, -4, 14, 0, -3, 0
> Cc1ccc(S(=O)(=O)N(c2cc(Cl)c(O)c(Cl)c2)P(=O)(OC(C)C)OC(C)C)cc1
  26, -1.7, 0, -1, 15, 15, 1, 1

# (cont.)
SMILES,tim23-1 inh,CHOP UPR activ,Jurkat NFkB inh,APJ ag,Mdm2 MdmX PPI,697 NFkB inh,APJ antagonist,UPR XBP1 act
CNCC(=O)c1ccccc1,5,2.3,18,-7,9,6,21,-4
CCCNc1nc(OC)nc(N2CC3CC(C2)c2cccc(=O)n2C3)n1 (configuration not stated),20,0.2,-8,3,0,0,-1,-1
O=C(O)C1CSC(c2cccnc2)N1 (configuration not stated),0,3.1,-1,-2,-3,21,5,-3
COC(=O)[C@@H](N)CCCN=C(N)N[N+](=O)[O-],-8,1.4,14,-2,18,24,6,-6
COC(=O)C1=C(c2ccc(F)cc2OCc2ccccc2)C[C@@H]2CC[C@H]1N2C(=O)NCc1ccco1,23,2.0,4,-4,1,14,10,-2
COc1cc2c(C(=O)N3CCN(C)CC3)c(C)n(C)c2cc1Br,13,1.4,4,-1,-3,28,-8,-7
[N-]=[N+]=NCc1cn2cccnc2n1,-17,-2.7,1,-3,28,5,-5,-2
O=c1[nH]c2ccccc2c(=O)n1-c1ccc(Cl)cc1Cl,-4,0.9,9,-2,-6,8,8,-2
CC(=O)C1CCC2C3CCC4CC(O)CCC4(C)C3CCC12C (configuration not stated),56*,1.7,12,0,36,4,6,0
CNC(=O)c1cccn(Cc2ccc(C(F)(F)F)cc2)c1=O,6,1.1,6,1,56*,50*,12,1
COc1ccc(C(=O)NC(=S)N2C[C@H]3C[C@H](C2)c2cccc(=O)n2C3)cc1,-6,1.8,-2,-2,-20,5,-5,-1
CC(C)(C)NC(=O)NC(=O)CN1CC=C(c2ccccc2)CC1,17,-3.0,-5,0,-18,-6,9,0
Cc1ccc2nc(N3CCN(C)CC3)[nH]c2c1,9,2.7,-60,1,-55,-64,18,-2
COC(=O)C1=C(c2ccc(Cl)c(C(F)(F)F)c2)C[C@@H]2CC[C@H]1N2C(=O)NCc1cc(C)oc1C(F)(F)F,10,-0.8,-4,-3,37,-4,14,-3
CCNC(=S)NCCC1=c2ccccc2=N/C1=C\c1c(O)n(C)c(=O)n(C)c1=O,17,1.5,-11,1,-5,-15,-5,-3
COCCCNC(=O)c1c(N)n(Cc2ccco2)c2nc3ccccc3nc12,6,1.2,5,0,21,-6,6,6
COC1=CC2[C@@H]3Cc4ccc(OC)c(O)c4[C@]2(CCN3C)CC1=O (some centres not stated),5,0.3,-1,-3,22,10,-3,0
COc1ccc(-n2cnc3cc(C(=O)N4CCC5(CC4)OCCO5)ccc32)cc1,19,-0.3,50*,-2,41,-11,-11,-1
CCOC(=O)CN1C(=O)C2(C(C#N)=C(N)Oc3ccccc32)C(C(=O)OC)=C1C (configuration not stated),0,1.6,-2,0,20,-2,-5,1
Cc1ccc(OCCSC2=NN2c2cc(C)nc(N)n2)cc1,6,-1.6,0,-4,-6,10,-3,0

# Part of the list above, reduced to APJ antagonist:
mol	APJ antagonist
FC(F)(F)c1ccccc1CCN1CCNCC1	7
CCNC(=S)NCCC1=c2ccccc2=N/C1=C\c1c(O)n(C)c(=O)n(C)c1=O	-5

# The main list resumes, repeating the six entries before the break.
SMILES,tim23-1 inh,CHOP UPR activ,Jurkat NFkB inh,APJ ag,Mdm2 MdmX PPI,697 NFkB inh,APJ antagonist,UPR XBP1 act
CCNC(=S)NCCC1=c2ccccc2=N/C1=C\c1c(O)n(C)c(=O)n(C)c1=O,17,1.5,-11,1,-5,-15,-5,-3
COCCCNC(=O)c1c(N)n(Cc2ccco2)c2nc3ccccc3nc12,6,1.2,5,0,21,-6,6,6
COC1=CC2[C@@H]3Cc4ccc(OC)c(O)c4[C@]2(CCN3C)CC1=O (some centres not stated),5,0.3,-1,-3,22,10,-3,0
COc1ccc(-n2cnc3cc(C(=O)N4CCC5(CC4)OCCO5)ccc32)cc1,19,-0.3,50*,-2,41,-11,-11,-1
CCOC(=O)CN1C(=O)C2(C(C#N)=C(N)Oc3ccccc32)C(C(=O)OC)=C1C (configuration not stated),0,1.6,-2,0,20,-2,-5,1
Cc1ccc(OCCSC2=NN2c2cc(C)nc(N)n2)cc1,6,-1.6,0,-4,-6,10,-3,0
O=C(c1cc2ccccn2n1)N1CCC2(CC1)OCCO2,24,-0.6,-16,5,-9,1,8,-3
CC(C)=CCSc1nnc([C@@H](N)Cc2c[nH]c3ccccc23)o1,33,-1.2,-3,1,7,0,-2,3
COCCNC(=O)c1c(NC(=O)c2ccco2)n(Cc2ccccc2)c2nc3ccccc3nc12,17,-0.7,-1,-6,20,1,39,0
O=P(Oc1ccccc1)(Oc1ccccc1)c1ccccc1,20,0.1,7,-1,10,23,-5,-3
CCOc1ccc(N=Cc2c(O)n(-c3cc(C)cc(C)c3)c(=O)[nH]c2=O)cc1,17,-1.2,1,-1,43,14,6,-4
O=C(O)C1C2CCC(O2)C1C(=O)Nc1ccc(Cl)cc1 (configuration not stated),-6,0.9,-4,-2,-15,-5,-33,-1
COc1cc(CN2CCN(C(=O)Cc3ccccc3)CC2)cc(OC)c1OC,14,-0.7,-2,-2,5,10,22,-4
COC(=O)C1=C(c2cccc(Cl)c2)C[C@@H]2CC[C@H]1N2C(=O)NCC1CC1,11,-0.4,-6,-3,-33,-16,8,-5
CCn1cc(C=C2C(=O)N(C)C(=O)N(C)C2=O)c2ccccc21,22,4.5,8,0,-14,-16,27,-1
CO[C@H]1[C@@H](OC)CC(OC2OC(CO)C(O)C(O)C2O)/C(=C\C#N)[C@@H]1O (some centres not stated),11,-1.2,12,-4,-10,17,-52,-1
O=C(c1cccn2c(=O)c3cc(Cl)ccc3nc12)N1CCC2(CC1)OCCO2,16,2.8,5,-4,2,14,-12,0
CCCCOCCCn1c(N)c(C(=O)OCCOC)c2nc3ccccc3nc21,29,2.7,16,-20,10,17,59*,5
O=C1/C(=C\c2ccc(Cl)cc2Cl)N2CCC1CC2,40,0.0,3,1,24,-4,6,1
COc1cc(CN2CCCC(C(=O)c3sccc3C)C2)cc(Cl)c1O (configuration not stated),-4,0.6,9,-4,-2,-5,-6,1
O=c1c2cc(Br)ccc2[nH]c(=S)n1-c1ccccc1,-28,2.4,12,-1,-45,-18,18,-1
